Screening data: PubChem BioAssay, several laboratories
LANA DNA inh: inhibitors of KSHV C-LANA binding to DNA, primary screen, biochemical, fluorescence polarization, FAM-LBS DNA, MBP-C-LANA, single point | Kaposi's sarcoma herpesvirus LANA C-terminal domain (residues 932-1162) DNA binding | inhibition, % at 9 µM | 340,000 compounds, 0.078% hits;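 active = highest replicate inhibition at or above 60% at 9 µM, even if other replicates fall short; inactive = all replicates below 60% inhibition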;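 note: 0% = neutral control wells and 100% = 4 µM acridine orange control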
Keap1 Nrf2 FP: Keap1-Nrf2 protein-protein interaction inhibitors, primary screen, biochemical, fluorescence polarization, single point; inhibition, % at 9.4 µM; 340,000 compounds, 0.15% hits; Keap1 Kelch-Nrf2 peptide fluorescence polarization, 1536-well; AID 504523, 2011; in the data active = inhibition above about 12%; inconclusive = no clear call, values can overlap the other calls; inactive = below about 7.3%;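 note: human Keap1 Kelch domain with fluorescein labeled Nrf2 9mer peptide probe; 0% = neutral control wells and 100% = peptide positive control; higher means more block of Keap1 binding to Nrf2 peptide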
RTF Ca sens inh: cardiac RTF calcium sensitivity inhibitors, primary screen, biochemical, IANBD-TnC fluorescence, EC70 calcium; IANBD-labeled cardiac RTF, Ca2+ fluorescence; inhibition, % at 7.15 µM; 340,000 compounds, 0.12% hits; AID 493244, 2011;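 active = inhibition above the mean inhibition of all tested compounds plus 3 SD, cut at about 17% in these data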;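 note: assay run at fixed EC70 calcium of 1.6 mM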
Rtt109 Vps75: inhibitors of C. albicans Rtt109/Vps75 HAT, primary screen, biochemical, ThioGlo CoA-SH fluorescence, plate reader; AID 540336, 2011; Histone acetyltransferase RTT109 (Candida albicans (strain SC5314 / ATCC MYA-2876)), …; purified Rtt109/Vps75, 4 h; 330,000 compounds, 0.16% hits; inhibition, % at 34.9 µM;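 active = inhibition of at least 50% in every replicate; inconclusive = best replicate reaches 50% inhibition but some replicates fall short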
Target sequence (Q5AAJ8 whole entry, looked up): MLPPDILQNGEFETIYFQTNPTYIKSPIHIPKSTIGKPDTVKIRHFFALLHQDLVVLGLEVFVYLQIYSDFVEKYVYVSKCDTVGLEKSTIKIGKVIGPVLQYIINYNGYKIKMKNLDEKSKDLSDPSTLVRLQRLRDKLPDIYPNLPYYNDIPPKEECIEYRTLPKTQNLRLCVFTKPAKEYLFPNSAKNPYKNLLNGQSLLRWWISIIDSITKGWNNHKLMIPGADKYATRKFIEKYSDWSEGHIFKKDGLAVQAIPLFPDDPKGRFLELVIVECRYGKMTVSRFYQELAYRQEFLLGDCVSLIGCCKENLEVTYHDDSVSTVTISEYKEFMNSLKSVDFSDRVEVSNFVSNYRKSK
SUMO Mot1 rescue: yeast Mot1-301 growth rescue at high temperature, primary screen, SUMOylation pathway inhibitor project, S. cerevisiae, ATP luminescence, 38.5C; S. cerevisiae Mot1-301 growth rescue; percent above DMSO median, 100 means doubled; growth rescue, % at 18.8 µM; 320,000 compounds, 1% hits;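 active = every valid replicate shows activation above 250% relative to neutral control wells; inactive = the rest, any valid replicate at or below 250%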;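 note: OY570 slx delta 5 strain wells were the positive control but not used for scaling; some compounds called inactive have numbers as strong as hits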
RTF Ca sens act: cardiac RTF calcium sensitivity activators, primary screen, biochemical, IANBD-TnC fluorescence, EC20 calcium. Troponin I, cardiac muscle (Homo sapiens) + Troponin T, cardiac muscle (Homo sapiens) + …. 340,000 compounds, 0.24% hits. IANBD-labeled TnC RTF fluorescence at EC20 calcium; 0% EC20 calcium, 100% full calcium. activation, % at 7.2 µM. AID 493008, 2010;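 active = activation above the mean over all tested compounds plus 3 SD, cut at about 30% in these data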;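 note: rise in fluorescence read as greater calcium sensitivity of cardiac thin filaments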
dFosB act: activators of delta FosB homodimer, primary screen, biochemical, fluorescence polarization, TAMRA-CDK5 oligo, single point; purified delta FosB; percent of positive-control signal above neutral wells; 340,000 compounds, 0.99% hits; activation, % at 25 µM;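 active = mean activation above about 17%, with every replicate also reaching it, limit read from the data, passing the limit was not always enough; inconclusive = only one of the two conditions met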;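 note: fluorescence polarization rise as delta FosB binds a TAMRA Cdk5 AP-1 oligo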
Target sequence (P13346 whole entry, looked up): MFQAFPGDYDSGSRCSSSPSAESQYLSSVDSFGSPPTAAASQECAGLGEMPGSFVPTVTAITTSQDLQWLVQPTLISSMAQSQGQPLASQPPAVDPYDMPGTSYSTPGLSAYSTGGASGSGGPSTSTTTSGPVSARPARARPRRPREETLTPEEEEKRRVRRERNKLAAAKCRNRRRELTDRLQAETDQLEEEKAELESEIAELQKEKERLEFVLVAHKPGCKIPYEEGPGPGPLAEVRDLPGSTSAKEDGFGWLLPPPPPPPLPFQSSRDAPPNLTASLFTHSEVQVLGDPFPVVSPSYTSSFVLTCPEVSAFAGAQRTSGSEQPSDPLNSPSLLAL
NSD2 inh: NSD2 histone methyltransferase inhibitors, primary screen, biochemical, AlphaScreen, single concentration, set 2 | Histone-lysine N-methyltransferase NSD2 (Homo sapiens), O96028 | NSD2 peptide methylation, 120 min | inhibition, % at 12.5 µM | 310,000 compounds, 0.54% hits | AID 743445, 2014; in the data active = inhibition above about 50%
PvdQ acylase: P. aeruginosa PvdQ acylase inhibitors, primary screen, biochemical, fluorescence, plate reader and imaging, single point. inhibition, % at 10 µM. purified PvdQ acylase. PvdQ acylase [Pseudomonas aeruginosa LESB58]. 340,000 compounds, 0.063% hits; in the data active = inhibition above about 30%, passing the limit was not always enough; inconclusive = no clear call, values can overlap the other calls;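 note: 0% = vehicle neutral wells and 100% = reference inhibitor wells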
PfHsp90 yeast 2: growth inhibition of PfHsp90-expressing yeast, primary screen, antimalarial PfHsp90 inhibitor project, S. cerevisiae, BacTiter-Glo luminescence, single point, set 2. BacTiter-Glo ATP, 48 h; yeast lacking PDR1 and PDR3 efflux regulators. inhibition, % at 9.4 µM. 310,000 compounds, 0.32% hits;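 active = every replicate shows inhibition above about 80%, whatever the replicate mean, limit read from the data; inconclusive = mean inhibition reaches the set limit but some replicate falls short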;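 note: 0% = DMSO neutral controls and 100% = 20 µM radicicol positive controls; yeast relying on Plasmodium falciparum Hsp90 in place of its own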
CDK5 p35 inh: inhibitors of human CDK5/p35 kinase, primary screen, biochemical, single concentration; 330,000 compounds, 0.01% hits; Recombinant CDK5/p35, ADP-Glo luminescence, 60 min; inhibition, % at 10 µM;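 active = highest replicate inhibition of at least 50% and at least 75% of replicates reaching 50%; inconclusive = only one of the two criteria met; inactive = both criteria failed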;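 note: plate controls were DMSO neutral control for no effect and GW8510 at 10 µM for full effect; many of its hits are not listed in these tables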
An asterisk follows results filed as active; ? = inconclusive; . = not tested or not shown.

Value order: Rtt109 Vps75	CDK5 p35 inh	LANA DNA inh	RTF Ca sens act	Keap1 Nrf2 FP	SUMO Mot1 rescue	PfHsp90 yeast 2	NSD2 inh	PvdQ acylase	dFosB act	RTF Ca sens inh
- Cc1cccc2cc(COC(=O)c3ccco3)c(=O)[nH]c12
 : 1.5	-1.6	-0.9	4.0	-1.5	-1.3	8.3	4.1	-16.8	-0.6	-19.5
- COc1c2ccoc2cc2oc(=O)ccc12
 : 6.8	-0.3	2.0	2.9	-2.4	.	-7.6	.	-16.0	-3.5	-7.1
- CCN(CC)S(=O)(=O)c1cc(NS(=O)(=O)c2cccc(Cl)c2)ccc1C
 : 3.2	-0.7	-0.8	2.3	-0.4	-6.6	14.9	28.4	1.0	-11.2	-8.8
- O=C(Nc1cccc(S(=O)(=O)N2CCCCC2)c1)c1ccc(Cl)nc1
 : 7.9	0.4	1.5	-2.6	5.0	0.6	2.0	-2.5	-12.7	-11.9	-9.0
- CC1CN(C(=O)c2cc(S(=O)(=O)N3CCN(c4ccccc4)CC3)ccc2Cl)CC(C)O1 (centres undefined)
 : -4.1	0.1	0.9	-1.7	-5.2	-7.4	.	-7.1	-9.3	0.3	-2.2
- C=CCc1ccc(OCc2ccc(C(=O)Nc3ccc(NC(C)=O)cc3)o2)c(OC)c1
 : 0.4	0.5	-0.3	1.0	0.9	28.7	-25.4	-3.4	-15.6	7.2	-2.2
- Cc1noc(C)c1COc1ccccc1C(=O)N(C)Cc1ccc(C(C)(C)C)cc1
 : -2.7	-0.3	1.5	-0.5	-0.9	-12.0	.	.	-2.2	-13.7	-2.1
- COc1cc(/C(C)=N/NC(=O)C(O)(c2ccccc2)c2ccccc2)ccc1O
 : -21.1	-0.5	-0.5	-5.5	0.2	188.6	16.5	-3.6	-5.1	-6.4	1.3
- O=C1COc2ccc(S(=O)(=O)NCCc3ccc(Cl)cc3)cc2N1
 : -24.6	-4.5	0.7	-0.3	-7.1	-4.9	-7.9	0.8	-25.6	-0.4	6.2
- Cn1c2c(c(=O)n(C)c1=O)NC1(N2)C(=O)Nc2ccccc21 (centres undefined)
 : 1.0	-1.2	-1.2	1.2	-0.8	163.9	-1.6	1.3	-18.7	-30.0	-9.0
- CCC(C)CCN1C(Nc2ccccc2)=NC[C@@H]1CC(C)C (some centres undefined)
 : 3.9	-1.3	1.0	0.3	2.1	-21.6	-7.0	.	-7.0	-2.7	-1.2
- O=c1[nH]cc(COCC(F)CCl)c(=O)[nH]1 (centres undefined)
 : -2.0	-1.4	0.3	-0.3	-1.9	-5.1	-9.9	-3.9	-11.3	-1.6	-6.6
- CCOC(=O)c1c(S(=O)(=O)N2CCN(c3ccc(F)cc3)CC2)c(C)n(C)c1C
 : 0.3	.	0.1	-1.1	-5.8	13.7	6.1	3.7	-7.3	-2.8	-7.4
- Cc1c(Cl)cccc1N1C(=O)CC(NNC(=O)c2cccs2)C1=O (centres undefined)
 : 9.2	0.8	1.1	1.4	-2.0	-6.6	7.2	0.9	4.1	-6.2	0.1
- CC(=O)NCc1cc(-c2ccc(Cl)cc2)no1
 : 7.4	0.6	1.0	7.2	-0.2	7.8	-5.0	2.7	2.2	-6.1	-9.0
- COc1cc(NC(=O)C2=C(N3CCOCC3)/C(=C\c3ccc(Cl)cc3Cl)CC2)cc(OC)c1OC
 : 3.8	0.8	0.1	-7.0	-0.1	-2.1	8.0	-1.0	-20.2	-6.2	-4.3
- CSc1cccc(Nc2ccc(S(=O)(=O)N3CCOCC3)cc2[N+](=O)[O-])c1
 : 1.5	-2.1	-1.7	-5.0	0.5	3.3	-31.1	4.9	2.9	-10.8	0.4
- COc1ccc2c(C)c(CCC(=O)NC3CC3)c(=O)oc2c1
 : 1.3	-1.0	-0.3	0.4	-3.1	47.9	-8.0	.	-28.5	-4.2	1.2
- CCCCCC(=O)Nc1cccc(S(=O)(=O)NC2=NCCCCC2)c1
 : -2.6	-0.8	1.0	4.5	6.5	-8.3	-15.8	1.0	-6.2	1.5	-1.4
- O=C(CSc1ccccn1)Nc1ccc2[nH]c(=O)[nH]c2c1
 : 12.7	1.9	0.5	2.0	-0.4	-7.8	5.9	-4.2	5.9	-5.4	-8.1
- Cc1ccc(N=C2C(=O)Nc3c(C)cccc32)cc1
 : 6.3	0.7	-0.2	-2.5	-4.6	17.2	-16.1	-0.8	-14.4	8.9	-4.8
- Cc1ccc(S(=O)(=O)NC(C)C(=O)Nc2ccc3c(c2)OCO3)cc1 (centres undefined)
 : -3.6	1.1	0.3	-5.3	1.0	90.8	-8.0	.	-12.3	-10.5	-13.4
- O=C(CC1C(=O)NCCN1C(=O)Nc1ccc(F)cc1F)Nc1ccc(F)cc1 (centres undefined)
 : 2.0	-0.5	1.2	2.3	-2.4	-10.6	0.4	-0.9	-4.7	-4.2	-5.0
- Cc1ccc(S(=O)(=O)Nc2cc(C)c(O)c(S(=O)(=O)c3ccc(C)cc3)c2)cc1
 : 3.3	0.6	-0.5	-1.4	-2.7	-6.8	-12.7	7.4	-11.2	-8.1	-3.8
- COc1ccc(/C=C/C(=O)N2CCNC(=O)C2)c(OC)c1
 : 2.4	3.1	-2.4	5.5	-2.8	619.5	2.4	-1.4	10.3	-0.1	-4.7
- C=CCN(C(=O)c1csnn1)C(C(=O)NC1CCCC1)c1cccs1 (centres undefined)
 : -5.2	0.2	-0.2	-8.8	-2.0	3.3	21.9	16.7	4.6	1.4	8.3
- CCN(CC)CCOC(=O)c1ccc(N/C=C(/C#N)c2nc(-c3ccc(OC)cc3)cs2)cc1
 : -5.3	2.5	-2.4	-8.4	-6.2	-1.8	20.2	0.2	3.5	?	4.9
- O=C(NC1CCOc2ccccc21)c1ccc(=O)[nH]c1 (centres undefined)
 : -2.9	1.5	0.9	-10.4	-2.7	-2.1	7.7	-3.1	1.6	-6.8	-3.4
- COCCCn1c(=O)/c(=C\c2cccc(OC)c2OC)s/c1=C(/C#N)C(=O)Nc1ccc(C(=O)O)cc1
 : 11.8	-8.1	6.1	20.3	-22.4	.	-21.1	18.5	-21.1	-8.5	-21.2
- O=C(C1CC(=O)N(c2ccc3c(c2)OCCO3)C1)N1CCN(Cc2ccccc2)CC1 (centres undefined)
 : -3.7	-0.1	-1.0	5.9	-3.9	0.6	1.9	1.3	-8.3	-1.8	-2.2
- CC(=O)C1=C(C)N(Cc2ccccc2)C(=O)N[C@H]1c1cccs1
 : 4.7	-6.2	0.6	7.4	-4.7	0.8	7.0	.	-8.9	3.1	-5.7
- N/C(=N\OC(=O)c1ccccc1Cl)c1ccccc1
 : 5.7	3.9	2.4	-0.8	1.9	-1.6	-10.2	-5.7	1.6	-5.1	-1.8
- COC(=O)c1cc(OC(=O)c2ccc(=O)[nH]c2)cc(C(=O)OC)c1
 : -3.6	0.4	-2.1	-1.8	0.4	-30.2	2.5	9.1	-1.5	1.0	-2.3
- Cn1nc([N+](=O)[O-])nc1Oc1ccccc1C(=O)N1CCOCC1
 : -0.7	-1.3	1.1	-1.6	-2.0	14.5	9.4	0.0	-7.5	3.4	-3.9
- CCOc1ccc(CCNC(=O)CCc2nnc3ccc(N4CCOCC4)nn23)cc1OCC
 : 3.8	2.2	-1.2	3.2	-4.1	9.2	5.8	.	8.0	-1.2	-5.8
- Cn1cnc([N+](=O)[O-])c1Sc1ccc(C(C)(C)C)cc1
 : 2.2	-0.4	-1.5	.	-4.3	3.2	-14.6	1.3	-4.4	-6.6	.
- Fc1cccc(/C=N/n2c(C3CCCCC3)n[nH]c2=S)c1
 : 3.5	1.1	1.2	0.2	-7.1	3.7	-21.3	1.6	-11.4	-10.6	-6.0
- O=C(NCc1ccc2c(c1)OCO2)c1ccc2c(=O)n(C3CCCC3)c(=O)[nH]c2c1
 : 7.4	0.8	-0.1	0.9	4.2	4.3	23.2	.	8.3	39.9*	12.3
- COc1cccc(NC(=O)c2cc(-c3ccncc3)nc3c(C)cc(C)cc23)c1
 : 1.3	0.4	-0.1	-1.2	-4.9	13.2	-23.5	-1.4	-3.2	-12.2	0.7
- CCOc1ccc(CNc2ccc(N3CCN(Cc4ccccc4)CC3)cc2)cc1
 : -1.1	0.4	-0.8	-7.7	-3.6	12.5	7.3	12.5	-26.2	-4.7	-1.7
- COCC(C)NC(=O)CSc1ncnc2sc(-c3ccccc3)cc12 (centres undefined)
 : -0.1	-2.5	1.5	-0.6	-2.2	-5.3	-5.9	-3.1	-12.2	-26.3	6.8
- COCCNC(=O)CN1CCN(C(c2ccccc2)c2ccccc2)CC1
 : .	1.8	0.7	-2.9	-4.5	5.9	-18.3	.	-10.4	-1.9	2.6
- CN(C(=S)NC(=O)c1ccccc1Br)C1CCCCC1
 : .	-1.6	1.1	0.1	-0.1	-6.4	.	-2.8	13.0	-14.3	-4.0
- CCN(CC)CCCNC(=O)Cn1cnc2sc(C)c(S(=O)(=O)N3CCC(C)CC3)c2c1=O
 : 0.3	-0.2	0.5	-0.3	-1.9	-17.6	7.6	9.9	10.4	-6.4	-2.1
- COc1ccccc1CC(=O)Nc1ccc2nc(C)sc2c1
 : 0.7	-1.5	-1.5	3.5	-3.2	-4.4	-3.8	-0.3	-8.0	-3.2	0.9
- O=C(CN1C(=O)NC2NC(=O)NC21)N/N=C/c1ccc(F)cc1 (centres undefined)
 : 17.7	-4.0	-0.9	-3.7	0.9	-1.9	10.7	-0.7	-7.7	3.3	-3.0
- COc1cc2c(cc1OC)CC(=O)N(C)CC2
 : -7.5	-2.2	-0.2	-0.3	-2.4	-22.6	5.1	-4.0	-3.3	-7.7	-13.9
- Cc1ccccc1NC(=O)Cc1nc(-c2c[nH]c(C(=O)N3CCCC3)c2)cs1
 : -7.4	-1.2	-3.0	1.4	-0.8	11.3	17.3	-0.1	-10.2	-15.6	-1.2
- CCCc1cn(S(=O)(=O)c2ccc(OC)cc2OC)nc1N
 : 18.6	-0.7	-1.5	11.6	3.3	3.7	.	0.2	0.3	-5.5	-2.5
